PMI act hi M6P = PMI (human) activation, high substrate; P34949; 190,000 tested, 0.34% active; coupled PMI enzyme assay, resazurin fluorescence, 20 min; hits give high values; 1 = untreated enzyme, 0 = substrate-free blank; AID 1216; activation factor at 20 µM;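 active means activation factor of 2 or more at 20 µM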
Target sequence (P34949 whole entry, looked up): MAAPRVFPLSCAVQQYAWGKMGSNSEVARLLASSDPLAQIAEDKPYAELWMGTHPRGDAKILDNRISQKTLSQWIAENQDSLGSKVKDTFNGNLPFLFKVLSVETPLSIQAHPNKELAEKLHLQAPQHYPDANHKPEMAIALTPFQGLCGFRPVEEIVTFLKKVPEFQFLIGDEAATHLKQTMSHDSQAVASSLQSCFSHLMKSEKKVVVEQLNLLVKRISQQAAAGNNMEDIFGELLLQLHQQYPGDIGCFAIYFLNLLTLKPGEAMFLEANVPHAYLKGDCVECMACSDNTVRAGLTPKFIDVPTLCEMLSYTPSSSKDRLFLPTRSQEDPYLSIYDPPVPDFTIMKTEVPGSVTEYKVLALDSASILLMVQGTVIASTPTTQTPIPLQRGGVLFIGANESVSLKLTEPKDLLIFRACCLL
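Test system: human PMI in coupled enzyme assay; Input: PMI at 15 ng/mL final; Medium: HEPES buffer, pH 7.4; Schedule: 20 min incubation at room temperature; Technique: resorufin fluorescence at Ex 544/Em 590 nm; Compound: 20 µM single dose; Probe or stimulus: Near-saturating mannose-6-phosphate, 1.0 mM.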
APP 5'UTR act = APP 5'UTR luciferase reporter activation; SH-SY5Y APP 5'UTR luciferase reporter, luminescence; zero percent = DMSO vehicle wells; activation, % at 2 µM; 190,000 tested, 1% active;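 active means activation above a set limit, based on mean plus 3 SD of controls, cut at about 140% in these data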; further: values of inactives mirror those of a sister screen read the other way
TNAP inh noacc = blocks human TNAP activity with no phosphate acceptor present | purified TNAP, CDP-star luminescence, 30 min | inhibition, % at 20 µM | 200,000 tested, 0.26% active;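 active means tissue-nonspecific alkaline phosphatase inhibition above about 50% at 20 µM in the single-dose screen, limit read from the data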;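 further: 0% = DMSO negative control and 100% = EDTA positive control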
TNAP inh hiacc = blocks human TNAP under high phosphate acceptor concentration; P05186; purified TNAP, CDP-star luminescence, 1 M DEA; inhibition, % at 20 µM; 200,000 tested, 0.03% active;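 active means over 50% inhibition of tissue-nonspecific alkaline phosphatase at 20 µM in the single-dose screen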;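 further: plate controls were DMSO wells for no effect and EDTA-quenched wells as full inhibition for full effect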
TNAP act hi DEA = increases human TNAP activity under high phosphate acceptor concentration; P05186; purified TNAP, CDP-star luminescence, 1 M DEA, 30 min; hits give high values; 0 = EDTA background, 1 = DMSO-only activity; activation factor at 20 µM; 200,000 tested, under 10 active; AID 1136;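 active means activation factor at least 2 at 20 µM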
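Control set: EDTA negative control, DMSO positive control / Assay system: human TNAP / Quantity: TNAP 1/800 final / Evaluation: TNAP activation factor scaled between EDTA and DMSO control wells / Measured by: luminescent substrate turnover signal / Compound dosing: one dose, 20 µM / Times: 30 min enzyme reaction at room temperature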
bIAP activator = intestinal alkaline phosphatase (bovine) activation; purified bovine IAP, CDP-star luminescence, 30 min; hits give high values; fold of DMSO-control signal, blank-subtracted; 200,000 tested, 0.17% active; activation factor at 20 µM;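 active means activation factor of 2 or more at 20 µM, a signal rise over negative controls twice the positive control's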
FLuc stim CS = affects firefly luciferase, flagging false hits in luciferase stimulation screens; P08659; 200,000 tested, under 10 active; activation factor at 10 µM; ATPlite luciferase biochemical, luminescence, 10 min; 0 = ATP-free wells, 1 = DMSO control;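 active means luciferase activation factor, scaled between plate controls, of at least 2 with compound at 10 µM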
Target sequence (P08659 whole entry, looked up): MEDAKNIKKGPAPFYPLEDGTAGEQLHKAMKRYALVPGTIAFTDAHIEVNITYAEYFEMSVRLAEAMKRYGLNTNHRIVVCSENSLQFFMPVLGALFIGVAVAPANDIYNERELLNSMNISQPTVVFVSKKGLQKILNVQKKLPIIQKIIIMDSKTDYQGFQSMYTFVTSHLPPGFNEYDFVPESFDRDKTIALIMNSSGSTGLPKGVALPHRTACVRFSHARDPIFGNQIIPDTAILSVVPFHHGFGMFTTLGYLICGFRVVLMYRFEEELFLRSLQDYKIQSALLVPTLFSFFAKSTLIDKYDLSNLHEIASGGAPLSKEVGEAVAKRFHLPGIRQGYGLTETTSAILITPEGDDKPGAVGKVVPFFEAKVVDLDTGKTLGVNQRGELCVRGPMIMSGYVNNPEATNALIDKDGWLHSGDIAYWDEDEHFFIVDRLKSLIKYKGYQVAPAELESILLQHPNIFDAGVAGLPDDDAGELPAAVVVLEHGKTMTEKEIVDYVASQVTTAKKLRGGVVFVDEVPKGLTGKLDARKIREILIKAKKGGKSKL
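System: Luciferase/luciferin detection reagent, cell-free biochemical luciferase assay | Medium: PBS buffer for ATP | Dosing: Test compounds dosed from 2 mM stocks in 100% DMSO | Timing: 10 min at ambient temperature | Signal: Luminescence measurement of luciferase light output | Evaluation: Luciferase activation, seen as luminescence increase over controls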
PMI activator = increases human mannose-6-phosphate isomerase activity. AID 1214. P34949. activation factor at 20 µM. 190,000 tested, 0.005% active. purified human PMI, coupled resazurin fluorescence, 20 min; hits give high values; 1 = vehicle control, 0 substrate-free wells;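 active means activation factor of 2 or more at 20 µM, relative to plate controls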
NF-kB expr up = raises NF-kB expression in human neuronal cells. fold change at 12.5 µM. NF-kB reporter expression; hits give high values. 190,000 tested, 1.6% active; in the data active means fold change above about 3.3
FLuc inh counter = Photinus pyralis luciferase inhibition counter-screen; P08659; ATPLite firefly luciferase biochemical luminescence, 10 min; inhibition, % at 10 µM; 200,000 tested, 1.5% active; AID 1006;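 active means inhibition above about 50% when tested at 10 µM, limit read from the data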
Starred values were filed as active, the others as inactive; nt = no result given.

Compound,PMI act hi M6P,APP 5'UTR act,TNAP inh noacc,TNAP inh hiacc,TNAP act hi DEA,bIAP activator,FLuc stim CS,PMI activator,NF-kB expr up,FLuc inh counter
COc1ccc(NC(=O)COC(=O)c2ccc(O)cc2)c([N+](=O)[O-])c1,0.9,-6.3,-15.4,-7.2,1.1,1,1,1,1.07,-0.8
O=C(Oc1ccc(-c2nc(-c3ccccn3)no2)cc1)c1ccccc1,1,121.2,-5.1,-5.5,1.1,0.9,0.3,1,2.39,65.5*
C=CCn1c(SCC(=O)Nc2ccccc2)nnc1-c1cccc(S(=O)(=O)N2CCOCC2)c1,1,13.8,-10.8,-4.2,1,1,1,1,0.91,-3.1
CCOc1ccc(OCCSc2nc3ccccc3c(=O)[nH]2)cc1,0.9,-11.4,0.3,-3.3,1,1,1,0.9,0.97,-3.4
O=C(NCCc1ccccc1F)/C(=C/c1cccnc1)NC(=O)c1ccccc1,1.1,15.7,1.6,-2.3,1,0.8,1.1,1.1,1.11,-8.2
Cc1ccc(SCCNC(=S)Nc2ccc(C)c(C)c2)cc1,1,-3.0,-96.5,-41.2,1.4,0.9,1,1,1.12,-4.7
c1cn(-c2ccc(-c3ccnc4ncnn34)cc2)cn1,1.2,-4.5,-4.0,-6.1,1.1,0.9,1.1,1.1,0.98,-7.8
Cc1ccc(-c2nc(CS(=O)CC(=O)NCCC(C)C)c(C)o2)cc1 (configuration not stated),1,nt,-9.6,-10.7,1.1,1,1.1,1,1.06,-6.7

Three compounds already listed, sorted by SMILES length, high to low.
Compound,PMI act hi M6P,APP 5'UTR act,TNAP inh noacc,TNAP inh hiacc,TNAP act hi DEA,bIAP activator,FLuc stim CS,PMI activator,NF-kB expr up,FLuc inh counter
COc1ccc(NC(=O)COC(=O)c2ccc(O)cc2)c([N+](=O)[O-])c1,0.9,-6.3,-15.4,-7.2,1.1,1,1,1,1.07,-0.8
O=C(NCCc1ccccc1F)/C(=C/c1cccnc1)NC(=O)c1ccccc1,1.1,15.7,1.6,-2.3,1,0.8,1.1,1.1,1.11,-8.2
Cc1ccc(-c2nc(CS(=O)CC(=O)NCCC(C)C)c(C)o2)cc1 (configuration not stated),1,nt,-9.6,-10.7,1.1,1,1.1,1,1.06,-6.7

(listing goes on)
Compound,PMI act hi M6P,APP 5'UTR act,TNAP inh noacc,TNAP inh hiacc,TNAP act hi DEA,bIAP activator,FLuc stim CS,PMI activator,NF-kB expr up,FLuc inh counter
C=CCc1c(C)nc(C)nc1N/N=C/c1ccccc1O,1,-16.4,-26.6,-6.1,1.1,1.4,1.1,1,0.8,-6.5
Cc1c(-c2ccccc2)oc2c(C(=O)N3CCN(c4ccc([N+](=O)[O-])cc4)CC3)cccc2c1=O,0.9,-1.3,-9.8,3.3,1,0.9,1,0.8,0.48,-3.6
CCOc1ccc(-c2nnc3sc(COc4ccc(Cl)cc4)nn23)cc1,0.9,-2.5,-8.1,-6.1,1.1,0.8,1,1,0.97,-1.1
CC(C)(C)C(=O)N1CCN(c2ccc([N+](=O)[O-])c(-n3nc(-c4ccccc4)c4ccccc4c3=O)c2)CC1,1,-1.5,3.4,4.1,1,1.5,1.1,1,0.87,-8.0
C=C(C)c1cccc(C(C)(C)NC(=O)Nc2cc(C)ccc2OC)c1,1,4.2,-5.3,-7.9,1.1,0.9,1.1,1,0.96,-5.9
CC(O)CNc1nc2c(c(=O)n(C)c(=O)n2C)n1C/C=C/c1ccccc1 (configuration not stated),0.9,1.4,10.7,-2.1,1,1,1.1,0.9,0.67,-6.4
Cc1ccc(S(=O)(=O)C2(C(=O)Nc3cccc(F)c3)CC2)cc1,0.8,-11.9,-5.9,1.5,1,0.7,1,0.9,1,-4.6
COc1ccc(CCNC2CC(C)N(C)CC2C)cc1OC (configuration not stated),1,1.8,-9.6,-0.9,1,1,1,1,1.02,-3.6
Cc1cccc(Cn2c(=O)c3c(nc4n3CCN4Cc3ccco3)n(C)c2=O)c1,0.9,7.9,-3.7,1.8,1,1,1,0.9,0.6,-4.3
CCc1ccc2c(COC(=O)CNS(=O)(=O)c3ccc(NC(C)=O)cc3)cc(=O)oc2c1,0.9,3.4,-9.8,5.3,0.9,1,1,1,1.1,0.5
CC(C)c1nc(SCC(=O)Nc2ccc3c(c2)OCO3)n[nH]1,0.9,-5.6,17.5,-0.1,1,1,1,1,0.88,-1.6
Nc1cc(=O)[nH]c(SCC(=O)Nc2ccccc2Sc2ccccc2)n1,1,14.8,-5.9,-6.4,1.1,1,1.1,0.9,1.43,-8.0
CCOc1ccc(C(CCc2ccccc2)NC(=O)c2ccc(OC)c(OC)c2)cc1OCC (configuration not stated),0.9,4.3,-5.6,7.9,0.9,1,1,0.9,0.72,-4.4
O=C(Cc1ccccc1)NCCc1cccc(Cl)c1,1.1,3.7,-9.2,-1.4,1,1,1,1.1,1.32,-2.9
Cc1ccc(S(=O)(=O)Nc2cc(C(=O)NCCN(C)C)ccc2N2CCCCC2)cc1,0.9,-4.5,-6.0,3.8,1,1,1,0.9,0.96,-2.6
CCN(CC)S(=O)(=O)c1ccc(NC(=O)CN(c2cccc(C)c2)S(C)(=O)=O)cc1,0.9,-10.2,-2.1,-1.5,1,1,1,0.8,0.91,-3.9
CCS(=O)(=O)c1ccc(-c2csc(-c3ccc(Cl)cc3)n2)c(Cl)c1Cl,0.9,-2.4,-4.2,-1.7,1,0.7,1,0.9,1.33,-2.9
COc1ccc2[nH]c3c(=O)n(Cc4ccc(C(=O)N5CCC(C(N)=O)CC5)cc4)c(=S)[nH]c3c2c1,1,8.2,-10.3,0.3,1,1.1,0.9,1,0.95,12.7
O=C(NCC1CCCO1)c1cccc(Oc2ccc([N+](=O)[O-])cc2Cl)c1 (configuration not stated),1.1,-21.4,-4.5,-3.7,1,1,1,1,0.81,-4.2
CN(C)C(=O)N1CCC(C(=O)NCc2ccc(F)cc2Cl)CC1,0.9,11.4,-8.3,-1.9,1,0.9,1,0.9,1.12,-2.4
Cc1nn(-c2ccccc2)c2[nH]c(=O)c(CNCC3CCCO3)cc12 (configuration not stated),1,17.3,-15.1,-5.4,1.1,0.8,1.1,1.1,1.33,-6.6
Cc1cccc(Nc2nnc(SC3CCOC3=O)s2)c1C (configuration not stated),1,-21.0,-9.9,-2.9,1,0.9,1,1,1.19,2.7
CCN1CCN(Cc2cccc(Oc3ccc(Cl)cc3)c2)CC1,1.2,-5.7,0.6,-4.4,1,1.1,1.1,1.1,1.43,-5.1
Cn1c(CCc2ccc(N)cc2)nc2ccccc21,1,130.8,-5.8,-0.5,1,1,0.5,1,2.6,54.6*
O=C(C=C1CCN(c2ncc(C(F)(F)F)cc2Cl)CC1)NNC(=O)Nc1ccccc1,1.3,2.0,-11.5,-6.7,1.1,1,1.1,1.2,1.01,-6.0
COc1ccc(NC(=O)COc2ccccc2C#N)c(S(=O)(=O)N2CCCCC2)c1,1,-18.9,-16.5,-6.1,1.1,1,1,1,0.44,-4.7
COc1ccc(-n2c(C)cc(C(=O)CN3C(=O)C(=O)N(Cc4ccccc4)C3=O)c2C)cc1,0.9,-6.7,-9.6,-3.3,1,1.4,1,0.9,0.98,-3.3
O=C(CN1C(=O)NC2(CCCCC2)C1=O)NCCC1=CCCCC1,0.9,-9.5,-4.1,-0.9,1,0.8,1,1,1.03,-2.8
Cc1cc(C)cc(OCCNC(=O)C(C)N2C(=O)c3ccccc3C2=O)c1 (configuration not stated),1,10.3,-8.1,-0.3,1,1,1,1,0.99,-4.8
C=CCn1c(SCC(=O)C(C)(C)C)nnc1-c1ccccn1,1,-11.7,-9.5,-4.5,1,0.8,1,1,1.26,-2.8
O=C(NCC1CCCO1)/C(=C\c1ccco1)NC(=O)c1ccccc1 (configuration not stated),1,-1.2,2.0,-5.6,1.1,0.9,1.1,1.1,1.28,-6.0
CCNC(=S)N/N=C/c1cc(Br)cc(Br)c1OC,1,5.6,-11.9,-4.9,1,0.9,1.1,1,1.14,-8.6
O=C(Nc1cccnc1Cl)C1c2ccccc2Oc2ccccc21,1.1,-3.6,3.4,-5.5,1.1,1,1.1,1.1,1.06,-7.9
C#CC[N+](C)(C)CCCCCCCCCCCC,1,1.0,-4.2,-3.6,1,1,1,1,0.83,-3.6
Cc1ccc(C(=O)COC(=O)CCc2ccc(S(=O)(=O)N3CCCCC3)cc2)cc1,1,0.3,-11.1,-3.3,1,0.8,1,0.9,1.37,-3.6
CC(NC(=O)c1cn(C)c2ccc(S(=O)(=O)N3CCCC3)cc2c1=O)c1ccc2c(c1)OCCO2 (configuration not stated),1,7.3,-7.2,-3.8,1,1.1,1.1,0.9,1.03,-7.4
C/C(=N/NC(=O)c1ccoc1C)c1ccc(NC(=O)c2ccncc2)cc1,1.4,124.9,43.8,0.7,1,0.9,0.9,1.4,2.06,7.1
N#C/C(=C/c1ccc(N2CCOCC2)o1)C(=O)N1CCOCC1,1,12.7,28.3,29.6,0.7,0.9,1,1,1.16,2.3
Cc1cccc(C)c1NC(=O)Cn1cnc2c(=O)n(C)c(=O)n(C)c21,1,-4.2,-7.6,-4.8,1,0.9,1.1,0.9,0.89,-10.3
O=C(c1ccco1)N1CCN(C/C=C/c2ccccc2)CC1,0.9,17.5,-7.0,-3.4,1,1,1,0.9,1.06,0.4
CCCCN1C=C(C(=O)OC)C(c2ccccc2Cl)C(C(=O)OC)=C1,1,-11.3,-35.8,-14.5,1.1,1.1,1,1,1.27,-1.9
CC1=CC(=C(C#N)c2nc3ccccc3s2)C=C(C)N1CC1CCCO1 (configuration not stated),0.6,6.7,0.9,5.7,0.9,0.9,1,0.9,0.99,-4.3
Cc1ccc(OCc2nc(-c3ccccn3)no2)cc1,1,138.8*,-10.9,-7.4,1.1,0.9,0.7,1,5.1*,33.3

Screens as filed in PubChem.
